GPR35 antagonists – inhibition of zaprinast-stimulated GPR35 beta-arrestin translocation – imaging, U2OS, beta-arrestin-GFP, zaprinast agonist, primary screen (AID 2058) | U2OS GPR35 beta-arrestin-GFP translocation imaging, zaprinast antagonism; higher % means a stronger effect | inhibition, % at 10 µM; hits with a dose series show IC50 in µM | actives 0.052% (n = 290,000);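 active means inhibition of at least 50% with at least 30 cells and total cytoplasm GFP at most 10,000,000; inconclusive means under 30 cells or total GFP of 10,000,000 plus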
GPR55 antagonists – GPR55 antagonists blocking LPI-driven arrestin recruitment, primary screen, imaging, U2OS, beta-arrestin-GFP, LPI agonist (AID 2013) | U2OS GPR55 beta-arrestin-GFP translocation imaging, LPI antagonism; higher % means a stronger effect | one-dose inhibition, % at 10 µM; IC50 in µM for titrated hits | actives 0.13% (n = 290,000);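 active means spots per cell inhibited over 60%, with over 100 cells counted and total cytoplasm intensity under 500,000; inconclusive means wells with under 100 cells, flagged as likely toxic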;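 further: U2OS cells stably carrying GPR55 and arrestin-GFP stimulated by 5 µM LPI near EC80; imaged beta-arrestin-GFP aggregate spots per cell after agonist stimulation; plate controls were LPI-stimulated DMSO wells for no effect and DMSO wells without LPI for full effect; some results filed as inactive read as strong as hits; confirmed hits need IC50 under 10 µM and bright autofluorescent wells are also inconclusive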
NOD1 inhibition – inhibition of NOD1-driven NF-kB reporter – cell-based, luminescence, uHTS, primary screen (AID 1578). actives 1% (n = 290,000). NOD1-driven NF-kB luciferase reporter cells, luminescence; higher % means a stronger effect. one-dose inhibition, % at 4 µM; EC50 in µM for titrated hits; in the data active means inhibition mostly above about 36%, no sharp cut-off; inactive means mostly below about 34%;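 further: HEK-293T reporter cells stimulated with the NOD1 agonist gamma-tri-DAP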
HIV peptide binding – cell-free HIV fusion peptide-binding blockers – biochemical, uHTS, fluorescence dequenching, primary screen (AID 1986). cell-free peptide binding, fluorescence dequenching, 30 min; higher % means a stronger effect. one-dose inhibition, % at 20 µM; IC50 in µM for titrated hits. actives 0.3% (n = 290,000); in the data active means inhibition mostly above about 52%, no sharp cut-off; inactive means mostly below about 76%; further: some results filed as inactive read as strong as hits
KOR beta-arrestin-1 – KOR agonists, beta-arrestin recruitment, primary screen, cell-based, luminescence, uHTS (AID 1777). KOR beta-arrestin recruitment, luminescence; higher % means a stronger effect. activation, % at 10 µM, or EC50 in µM where a hit was titrated. actives 0.02% (n = 280,000); in the data active means activation above about 50%, passing the limit was not always enough; further: a part of the inactive calls stands beside numbers as strong as those of hits
Siah-1 displacement – blockers of Siah-1 interaction with plectin peptide – biochemical, fluorescence polarization, rhodamine-plectin, uHTS, primary screen (AID 1817); Siah-1 / rhodamine-plectin peptide fluorescence polarization; higher % means a stronger effect; one-dose displacement, % at 20 µM; IC50 in µM for titrated hits; actives 0.02% (n = 290,000);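 active means displacement of at least 50% at 20 µM, with a fluorescence ratio check between 0.3 and a set limit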;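 further: plate controls were Siah plus tracer with DMSO for no effect and tracer alone without Siah for full effect; strong numbers were not always called active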
KOR beta-arrestin-2 – kappa opioid receptor blockers – cell-based, luminescence, uHTS (AID 1778). KOR beta-arrestin recruitment, luminescence, antagonist mode; higher % means a stronger effect. one-dose inhibition, % at 10 µM; IC50 in µM for titrated hits. actives 0.091% (n = 290,000); in the data active means inhibition above about 50%; further: strong numbers were not always called active
GPR55 activation – selective activators of receptor GPR55 – imaging, U2OS cells, beta-arrestin-GFP redistribution, primary screen (AID 1961); U2OS GPR55 beta-arrestin-GFP redistribution imaging; higher % means a stronger effect; activation, % at 10 µM; hits with a dose series show EC50 in µM; actives 0.048% (n = 290,000);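 active means activation above 40% with more than 50 cells counted in the well; inconclusive means wells holding fewer than 50 cells, flagged as toxic or sparse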;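 further: U2OS osteosarcoma cells stably expressing GPR55 and beta-arrestin-GFP; plate controls were DMSO negative control for no effect and LPI positive control for full effect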
AID2073 – inhibitors of Mint1-CaV2.2 protein interaction, biochemical, HTRF (AID 2073). HTRF protein-protein interaction, Mint1-CaV2.2; higher % means a stronger effect. actives 0.19% (n = 290,000). inhibition, % at 20 µM; hits with a dose series show IC50 in µM; in the data active means inhibition mostly above about 51%, no sharp cut-off; inconclusive means no clear call, values can overlap the other calls; inactive means mostly below about 53%; further: some results filed as inactive read as strong as hits
* marks the source's active call; other numbers are inactive results; ? = inconclusive; . = not tested or not shown; [ ] = remark or other dose.

SMILES	GPR35 antagonists	GPR55 antagonists	NOD1 inhibition	HIV peptide binding	KOR beta-arrestin-1	Siah-1 displacement	KOR beta-arrestin-2	GPR55 activation	AID2073
CCn1c(CN2CCCCCC2=O)nnc1SCc1cnc(-c2ccccc2)s1	9%	0%	-22%	4.6%	11%	-5%	7%	-0.1%	-3%
Cc1ccc(CC2SC(=Nc3ccccc3)N(c3ccccc3)C2=O)cc1 (configuration not stated)	14%	4%	-26%	1.1%	4.4%	4%	14%	0.1%	0%
COc1ccc(C2=CSC3=NCCN23)cc1	10%	6%	-8%	-1.0%	-2.3%	7%	-10%	0.0%	3%
O=C(CCCCCN1C(=O)c2ccccc2C1=O)Nc1ccc2c(c1)OCCO2	0%	12%	-13%	-0.3%	-7.8%	6%	22%	0.2%	-12%
CCCCSc1nnc(CNC(=O)C23CC4CC(CC(C4)C2)C3)n1Cc1ccccc1	-15%	6%	-28%	-0.4%	-2.1%	-2%	8%	-0.2%	17%
CC(=O)C1=C(O)C(=O)N(c2nccs2)C1c1ccccc1 (configuration not stated)	7%	-8%	-8%	-0.6%	15%	3%	-31%	-0.1%	11%
Cc1cc(Cl)ccc1NC(=O)c1ccc2c(c1)CCN2S(C)(=O)=O	-4%	16%	-12%	-0.7%	-2.6%	0%	0%	0.0%	8%
CSc1ccc(S(=O)(=O)N2CCC(C(=O)NCc3ccccn3)CC2)cc1	-7%	-3%	-6%	0.7%	-4.6%	-2%	-16%	-0.1%	8%
COc1ccc(S(=O)(=O)N(C)c2ccc(C(=O)NC3CC3)cc2)cc1	-14%	15%	-28%	-0.9%	1.1%	2%	-19%	-0.1%	6%
C=CCn1c(COc2ccccc2)nnc1SCC(=O)C(C)(C)C	-7%	-13%	-15%	-0.5%	-1.2%	1%	18%	-0.1%	-12%
CCOc1ccc(S(=O)(=O)N2CCN=C2c2ccccc2)cc1	16%	3%	-10%	1.4%	-1.6%	4%	12%	0.2%	10%
O=C(N/N=C/c1cc(Br)cs1)c1ccccc1[N+](=O)[O-]	-4%	-15%	4%	-1.6%	-1.1%	-4%	14%	0.2%	-8%
CCN(CC)S(=O)(=O)c1ccc(Cl)c(NC(=O)c2cc(Cl)cc(Cl)c2)c1	1%	15%	-39%	1.0%	-0.5%	24%	-20%	0.0%	3%
COc1cc(/C=C/C(=O)OCC(=O)Nc2ccc(C)c(S(=O)(=O)N3CCCCC3)c2)ccc1O	8%	-8%	-22%	1.5%	3.3%	5%	-35%	-0.2%	12%
CC(/C=N/n1c(-c2ccc(C)cc2)n[nH]c1=S)=C\c1ccco1	1%	2%	13%	26%	-0.7%	3%	-181%	0.6%	5%
COC(=O)c1cc2c(N)c(C(=O)c3ccc(Cl)cc3)sc2nc1C(OC)OC	-10%	20%	1%	-2.1%	0.8%	12%	16%	-0.2%	-11%
COCCNC(=S)N1CCN(S(=O)(=O)c2ccc(Cl)s2)CC1	-10%	9%	-13%	0.5%	6.5%	11%	18%	0.3%	7%
CCn1cc(C(=O)Nc2ccc(F)c(F)c2)cn1	-2%	6%	-30%	-2.6%	2.0%	-3%	-2%	-0.4%	8%
COc1ccc(CNC(=O)CCCN2C(=O)c3ccccc3C2=O)cc1	-16%	-1%	-22%	-0.3%	-3.2%	7%	11%[20 µM]	0.5%	14%
CC(CCc1ccccc1)NC(=O)C(=O)c1c[nH]c2ccccc12 (configuration not stated)	-7%	11%	-21%	2.0%	-0.3%	8%	-3%	0.3%	8%
Cn1cc(C(=O)Nc2ccc(F)c(F)c2)cn1	-11%	13%	-13%	1.4%	-6.6%	1%	-12%	0.5%	-6%
O=C(N/N=C/C(Br)=C\c1ccccc1)c1ccc2nc[nH]c2c1	-14%	0%	1%	-1.2%	-3.2%	-2%	35%	-0.3%	-13%
NS(=O)(=O)c1ccc(NC(=O)CN2C(=O)CCC2=O)cc1	-1%	6%	-12%	1.1%	5.4%	12%	13%	-1.5%	3%
COc1cc2c(cc1OC)C(c1cccc([N+](=O)[O-])c1)N(C(=O)c1ccccc1C(=O)O)CC2 (configuration not stated)	-21%	6%	-30%	-0.2%	-2.4%	8%	7%	0.3%	-10%
O=C1CC(N2CCOCC2)C(=O)N1c1ccccc1Cl (configuration not stated)	-30%	2%	-21%	-2.4%	-3.6%	3%	18%	0.5%	-1%
Fc1ccc(C[n+]2csc3ccccc32)cc1	7%	-11%	1%	1.0%	-0.2%	6%	-32%	0.0%	-28%
Cc1ccc(C(=O)N/N=C\c2cc3c(cc2Br)OCO3)cn1	2%	4%	-10%	0.7%	0.2%	-2%	-12%	0.1%	4%
O=C(OCCCOc1ccc(F)cc1)c1ccc(O)cc1O	-2%	-8%	0%	2.0%	3.4%	3%	-20%	-0.1%	16%
O=C(Cn1nnc2ccccc21)c1ccc([N+](=O)[O-])cc1	8%	-1%	-4%	-0.2%	-1.5%	-5%	12%	-0.1%	3%
NC(=O)c1ccccc1NC(=O)CC1(CC(=O)O)CCCC1	3%	-5%	-13%	1.9%	-1.9%	6%	-19%	-0.3%	-11%
CCOC(=O)c1sc(NC(=O)CCCCCN2C(=O)c3cccc4cccc(c34)C2=O)nc1C	2%	10%	-49%	1.1%	3.3%	-6%	-160%	0.3%	52%*
O=S(=O)(NCc1csc(-c2cccnc2)n1)c1ccc(Br)cc1	-8%	-4%	-9%	0.5%	1.2%	-5%	-18%	-0.3%	?
CCS(=O)(=O)N1CCN(c2ccc(C(=O)NC3C4CC5CC(C4)CC3C5)cc2[N+](=O)[O-])CC1 (configuration not stated)	20%	10%	4%	-1.2%	-1.7%	-4%	4%	0.0%	6%
CC1=NN(C(=O)c2ccc(Br)cc2)C(O)(c2ccccc2)C1 (configuration not stated)	-12%	1%	-30%	0.5%	-3.7%	2%	4%[20 µM]	-0.1%	-2%
Cc1c(O)ccc(C(=O)CN2C(=O)c3ccccc3C2=O)c1O	-22%	-3%	-24%	2.7%	3.2%	1%	4%	0.2%	-4%
CCOC(=O)c1c(C)nc2c(c1-c1ccc(OC)cc1)C(=O)CC(C)(C)C2	24%	4%	23%	-0.4%	0.3%	-3%	-1%	-0.1%	-13%
CN(C)c1nc(=NCc2ccco2)ss1	7%	5%	12%	-1.6%	-12%	2%	83%*	0.3%	68%*
CC1=CCC2(CO)COC(c3ccccc3O)C1C2 (configuration not stated)	-3%	-8%	-6%	-2.0%	2.7%	3%	15%	-0.3%	-4%
COCCOC(=O)C1=C(C)Nc2ncnn2C1c1ccco1 (configuration not stated)	-1%	-5%	-8%	1.2%	7.0%	12%	-19%	0.5%	-15%
CCC1CCCCN1CCCNC(=O)C1CCN(c2ncnc3c2nc2n3CCCCC2)CC1 (configuration not stated)	0%	3%	8%	-0.3%	6.5%	1%	20%	0.2%	0%
O=C(OCC(=O)N1CCCC1)c1c(Cl)cccc1Cl	-5%	8%	-10%	0.5%	1.9%	1%	-12%	-0.1%	-9%
Nc1ncnc(Nc2ccc(S(N)(=O)=O)cc2)n1	12%	-3%	0%	-0.4%	0.7%	3%	24%	-0.1%	11%
O=C(CCN1c2ccccc2Sc2ccccc21)OCC(=O)N1CCN(C(=O)c2ccco2)CC1	0%	37%	3%	4.1%	2.7%	2%	-29%	-0.2%	-1%
Cc1ccc(NS(=O)(=O)c2ccc3[nH]c(=O)[nH]c3c2)cc1	12%	12%	-4%	-1.2%	-2.7%	14%	-12%	-0.1%	-5%
CCOc1ccc(/C=N/NC(=O)c2nnn(-c3nonc3N)c2CN(C)C2CCCCC2)cc1	4%	15%	-31%	1.5%	11%	-3%	-59%	-0.1%	0%
CC(C)c1ccc(/C=C2\NC(=S)N(Cc3cccnc3)C2=O)cc1	-3%	-8%	8%	-3.6%	1.4%	2%	-33%	0.0%	-16%
COCCNC(=O)C(OC(=O)C1=Cc2ccccc2OC1)C(C)C (configuration not stated)	-6%	12%	6%	-0.3%	-2.7%	2%	4%[20 µM]	-0.1%	9%
O=C(c1ccccc1)c1ccc(OCC(O)CN2CCN(Cc3ccccc3)CC2)cc1 (configuration not stated)	8%	5%	.	-3.5%	-3.3%	-3%	-4%	-0.2%	-8%
CCc1cccc(CC)c1NC(=O)CN1CCN(c2ccccc2)CC1	-4%	-3%	-4%	-3.1%	2.7%	-1%	-26%	-0.2%	-8%
O=S(=O)(c1ccc(Cl)cc1Br)N1CCCCC1	6%	10%	5%	1.0%	2.1%	0%	17%	0.5%	-4%
O=C(c1ccc2ccccc2c1)c1c[nH]cc1-c1ccccc1	-5%	12%	-19%	0.4%	-4.1%	4%	33%	-0.4%	15%
COc1ccc(NC(=O)CC2S/C(=N\c3nccs3)N(C)C2=O)cc1 (configuration not stated)	21%	4%	-17%	0.1%	.	2%	7%	-0.3%	12%
CN(CC(=O)Nc1ccc(F)cc1)CC(=O)Nc1ccc(F)c(F)c1F	2%	-2%	-23%	0.8%	-3.3%	-2%	-1%	1.1%	3%
CC(C)c1nccn1CCC(=O)O	6%	-6%	-4%	4.1%	-6.9%	2%	-20%	0.0%	6%
O=C(Nc1ccccc1)C1=C[C@H](C2CC2)C[C@H](OCCCCO)O1	-10%	0%	-7%	0.2%	1.7%	5%	-31%	0.1%	-18%
COc1ccc(/C(C)=N/NC(=O)c2cc(C)[nH]n2)c(OC)c1	13%	-1%	-8%	2.8%	0.7%	7%	-62%	-0.4%	4%
Nc1[nH]ncc1-c1ccccc1	14%	2%	-23%	1.8%	-3.6%	0%	10%	0.3%	9%
CCc1ccc(NC(=O)c2cc(S(=O)(=O)N3CCCC3)c[nH]2)cc1	20%	10%	-21%	1.2%	-3.4%	10%	-41%[20 µM]	-0.1%	9%
CC(C)(C)c1csc(Sc2ccc([N+](=O)[O-])cn2)n1	-13%	-1%	1%	0.2%	0.2%	2%	16%	-0.1%	-4%
CC(C)(C)c1csc(NC(=O)c2ccc(Br)o2)n1	-29%	-16%	-41%	1.0%	3.2%	-4%	-9%	0.3%	4%
Cc1cccnc1N1C(=O)c2ccc(C(=O)O)cc2C1=O	59%	9%	-15%	0.1%	4.7%	0%	-6%	-0.1%	12%

Some of the entries so far, in CSV form.
Compound,GPR35 antagonists,GPR55 antagonists,NOD1 inhibition,HIV peptide binding,KOR beta-arrestin-1,Siah-1 displacement,KOR beta-arrestin-2,GPR55 activation,AID2073
O=C(c1ccc2ccccc2c1)c1c[nH]cc1-c1ccccc1,-5%,12%,-19%,0.4%,-4.1%,4%,33%,-0.4%,15%
COc1ccc(NC(=O)CC2S/C(=N\c3nccs3)N(C)C2=O)cc1 (configuration not stated),21%,4%,-17%,0.1%,.,2%,7%,-0.3%,12%

An excerpt, so the mix of outcomes need not match the whole.
